PolyA inh: yeast polyadenylation inhibition | S. cerevisiae SKY197-pL101 polyadenylation reporter, beta-gal luminescence; efflux-impaired pdr1/pdr3 knockout yeast; score 100 = 6 SD above DMSO | calls only at 12 µM | 300,000 tested, 0.02% active | AID 1875;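 active = lowest replicate activity score at least 50, where 100 means six control SD above control mean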;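 note: yeast exposed to compound for 9 h at 30 °C; higher score means more reporter readthrough which indicates perturbed polyadenylation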
KCNQ1 pot: potentiators or activators of human KCNQ1 potassium channel | P51787 | CHO-K1 KCNQ1, thallium flux FluxOR fluorescence; hits give high values | B-score at 10 µM | 310,000 tested, 0.35% active;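 active = fluorescence ratio B-score, a plate-corrected score, at least three library SD, with initial intensity B-score within 5 SD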
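Schedule – 37 °C overnight plating, 90-min dark dye load, 20-min compound pretreatment · System – stable KCNQ1 CHO-K1 line · Probe or stimulus – thallium- and potassium-containing depolarizing buffer · Measured by – kinetic FluxOR fluorescence, 10 s baseline plus 110 s post-stimulus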
RGS4 pot: potentiators or activators of RGS4; HEK293 M3R/inducible RGS4, carbachol calcium flux Fluo4; hits give low values; B-score at 10 µM; 310,000 tested, 0.92% active; AID 463111;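 active = B-score of the integrated calcium signal more than 4 SD below the library mean, with starting fluorescence not abnormally high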;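 note: negative B-score means reduced calcium response which marks RGS4 activation or potentiation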
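Assay system: Inducible-RGS4 HEK293 cells carrying M3 receptor | Schedule: Compound preincubation 20 min at room temperature before agonist | Signal: Kinetic calcium fluorescence imaging with Fluo4-AM dye, 2 µM | Read-out basis: B score from integrated fluorescence ratio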
KCNK3 block: human KCNK3 channel inhibition, primary screen. O14649. CHO-KCNK3 thallium flux, FluxOR fluorescence; hits give low values. B-score at 10 µM. 340,000 tested, 0.84% active. AID 602410;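 active = B-score under library mean minus 4 SD, starting fluorescence ratio at most library mean plus 5 SD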;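 note: more negative B-score means stronger inhibition of thallium flux through KCNK3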
Target sequence (O14649 whole entry, looked up): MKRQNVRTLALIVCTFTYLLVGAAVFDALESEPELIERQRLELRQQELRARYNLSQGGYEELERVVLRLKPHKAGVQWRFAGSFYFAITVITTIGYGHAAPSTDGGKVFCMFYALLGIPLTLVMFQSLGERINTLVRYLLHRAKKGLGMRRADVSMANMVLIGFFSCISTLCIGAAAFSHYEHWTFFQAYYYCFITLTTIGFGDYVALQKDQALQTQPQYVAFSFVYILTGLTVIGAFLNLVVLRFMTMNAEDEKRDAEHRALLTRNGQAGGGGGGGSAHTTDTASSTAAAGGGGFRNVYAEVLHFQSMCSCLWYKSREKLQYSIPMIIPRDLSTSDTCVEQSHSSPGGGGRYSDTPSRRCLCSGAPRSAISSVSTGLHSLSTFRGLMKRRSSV
KCNK9 inh: inhibitors of human KCNK9 two-pore domain potassium channel; Q9NPC2; HEK293 KCNK9, FluxOR thallium flux fluorescence; hits give low values; B-score at 10 µM; 310,000 tested, 1.2% active; AID 488922;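 active = ratio B-score over 3 SD below the library mean, with starting fluorescence within 5 SD of its mean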;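 note: negative B-score means less thallium flux so channel inhibition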
Target sequence (Q9NPC2 whole entry, looked up, the tested form may be a part): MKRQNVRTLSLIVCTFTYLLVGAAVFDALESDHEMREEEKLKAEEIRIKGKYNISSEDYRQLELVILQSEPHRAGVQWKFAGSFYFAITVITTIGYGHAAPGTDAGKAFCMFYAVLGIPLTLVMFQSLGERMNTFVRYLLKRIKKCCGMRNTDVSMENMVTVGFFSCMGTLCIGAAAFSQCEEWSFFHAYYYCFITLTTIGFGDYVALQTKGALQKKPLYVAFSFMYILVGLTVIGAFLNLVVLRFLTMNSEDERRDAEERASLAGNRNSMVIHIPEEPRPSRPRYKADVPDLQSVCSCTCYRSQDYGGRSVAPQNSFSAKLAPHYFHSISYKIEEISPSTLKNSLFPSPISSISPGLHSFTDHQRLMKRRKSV
Dyrk1A ADPGlo: blocks rat Dyrk1A kinase activity; 310,000 tested, 0.43% active; ADP-Glo luminescence, NFATc1 peptide; inhibition, % at 12.5 µM; Q63470; in the data active = inhibition above about 50%;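 note: plate controls were vehicle with enzyme for no effect and no enzyme for full effect; many of its hits are not listed in these tables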
hERG protect: hERG (human) protection from proarrhythmic block; Q12809; CHO-hERG, FluxOR thallium flux, dofetilide IC70 present; activation (rescue from dofetilide block), less the hit threshold, % at 10 µM; 310,000 tested, 0.51% active;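 active = activation above the mean of controls blocked by dofetilide plus 5 SD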;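 note: thallium influx through hERG after potassium depolarization seen as dye fluorescence rise; in these data hits start at about 4.7%; inactives centre near -7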
GSK3A inh: inhibitors of human GSK-3 alpha kinase; P49840; ADP-Glo luminescence, 60 min; inhibition, % at 10 µM; 320,000 tested, 0.1% active;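 in the data active = inhibition above about 50%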;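 note: GST-tagged GSK-3 alpha with peptide substrate and 25 µM ATP; 0% = DMSO neutral wells and 100% = GW8510 positive control wells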
KCNQ1 inh: inhibitors of human KCNQ1 potassium channel; B-score at 10 µM; 310,000 tested, 1.3% active; CHO-K1 KCNQ1, FluxOR thallium flux fluorescence; hits give high values; P51787;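 active = compounds whose thallium flux B-score, printed positive for inhibition, exceeds three library SD while starting fluorescence stays within three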;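 note: channel opened by potassium depolarization with thallium stimulus after 20 min compound exposure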
GSK3B inh: inhibitors of human GSK3beta kinase; P49841; GST-GSK3beta kinase, ADP-Glo luminescence, 60 min; hits give low values; activity score (negative = inhibition), % at 10 µM; 300,000 tested, 0.038% active; AID 2097;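 active = more than half of replicate wells score below -50%, meaning over 50% inhibition versus plate controls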;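 note: 0% = median DMSO wells and -100% = median GW8510 positive control wells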
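test system = GST-tagged human GSK3beta kinase, cell-free | reagent = 25 µM ATP with peptide substrate | dosing = one dose of 10 µM per compound | schedule = 60 min reaction, RT | detection = luminescent ADP-Glo measurement of ADP formed | control set = DMSO neutral wells and GW8510 at 20 µM as positive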
RGS4 inh: human RGS4 inhibition | HEK293 M3R/RGS4 inducible, Fluo-4 calcium flux; hits give high values; triggered by carbachol at its EC20 | B-score at 10 µM | 310,000 tested, 0.45% active;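 active = B-score, a plate-corrected calcium signal, over three deviations above library mean, with baseline fluorescence within five deviations of library mean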;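 note: RGS4 expression induced by doxycycline in cells with stable M3 receptor; B-score is computed from the integrated fluorescence ratio over baseline after carbachol; higher B-score means a larger calcium signal and so more RGS4 inhibition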
Target sequence (P49798 whole entry, looked up): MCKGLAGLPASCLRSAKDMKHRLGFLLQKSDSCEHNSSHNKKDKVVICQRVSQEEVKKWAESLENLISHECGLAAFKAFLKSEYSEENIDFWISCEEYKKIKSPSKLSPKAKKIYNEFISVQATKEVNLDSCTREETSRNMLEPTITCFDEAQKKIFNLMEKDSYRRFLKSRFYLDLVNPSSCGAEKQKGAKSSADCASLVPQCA
Starred values were filed as active, the others as inactive; i = inactive; . = not tested or not shown. An excerpt; count on the stated rates, not on these rows.

smiles,PolyA inh,KCNQ1 pot,RGS4 pot,KCNK3 block,KCNK9 inh,Dyrk1A ADPGlo,hERG protect,GSK3A inh,KCNQ1 inh,GSK3B inh,RGS4 inh
O=C(CN1C(=O)NC(Cc2ccccc2)C1=O)NC(=O)NC1CCCCC1 (stereo not drawn),i,i,i,i,i,-1.5,-11.8,0.1,i,-2.8,i
Cc1ccc(S(=O)(=O)Cn2nnnc2C(C(C)C)N2CCc3ccccc3C2)cc1 (stereo not drawn),i,i,i,i,i,-12.3,-6.2,0.3,i,1.7,i
Cc1nn(CC(=O)NC(C)CCc2ccccc2)c(=O)c2nn(-c3ccccc3)c(C)c12 (stereo not drawn),i,i,i,i,i,3.7,-3.2,-9.7,i,2.7,i
COc1ccc(C(=O)NC2CC3CCCC(C2)N3Cc2ccccc2)cc1OC (stereo not drawn),i,i,i,i,i,0.9,-8.6,2.4,i,1.4,i
O=C(O)c1cc(N/N=C/c2c[nH]c3ccccc23)ccc1Cl,i,i,i,i,i,7.5,-8.8,3.9,i,-3.8,i
CCOC(=O)C1=C(C)Nc2nc3ccccc3n2C1c1ccncc1 (stereo not drawn),i,i,i,i,i,-3.8,-9.5,-1.2,i,-3.3,i
COc1cccc(NC(=O)[C@@H](NC(=O)N2CCn3c2nc2ccccc23)C(C)C)c1,i,i,i,i,i,-5.3,-13.6,-2.1,i,2.2,i
O=C(NNC(=S)Nc1ccc(F)c(Cl)c1)c1ccccc1Br,i,i,i,i,i,43.5,-13.7,-1.7,i,2.7,i
O=C1[C@@H]2Cc3ccccc3CN2C(=O)N1c1cccc(F)c1,i,i,i,i,i,-4.0,-11.7,0.6,i,0.9,i
C/C(=N\NS(C)(=O)=O)c1ccccc1,i,i,i,i,i,-3.4,1.9,-1.3,i,0.0,i
O=[N+]([O-])c1ccn(-c2nc(-c3ccccc3)cc(C(F)(F)F)n2)n1,i,i,i,i,i,-7.6,-2.8,-2.9,i,1.4,i
CCOCc1cc(CN2CCC(n3nccc3NC(=O)C3CC3)CC2)ccc1OC,i,i,i,i,i,-1.5,-6.2,.,i,-6.4,i
Cc1cc(C(F)F)n2nc(C(=O)Nc3ccc(S(=O)(=O)N4CCCC4)cc3)nc2n1,i,i,i,i,i,0.2,-8.8,0.3,i,-3.3,i
CCN(CC)C(=O)CSc1nc2c(sc(=S)n2-c2ccccc2)c(=O)[nH]1,i,i,i,i,i,19.5,-9.0,-6.8,i,6.4,i
COc1ccc(C2C(C(=O)Nc3cccnc3)=C(C)Nc3nc(-c4cccs4)nn32)cc1OC (stereo not drawn),i,i,i,i,i,-11.0,-0.7,-2.1,i,-2.4,i
C=CCNC(=S)NNC(=O)c1ccc(Br)cc1,i,i,i,i,i,1.0,-11.0,-1.4,i,0.4,i
Cc1ccc(-c2nnc(SCC(=O)CC(=O)Nc3ccccc3)n2C)cc1,i,i,i,i,i,-2.4,-14.8,-0.2,i,-0.6,i
CN1C(=O)/C(=C/c2ccc3c(c2)OCO3)N=C1c1ccccc1,i,i,i,i,i,37.8,-9.5,32.5,i,-0.1,i
CC(=O)c1ccc(NS(=O)(=O)c2ccc3c(c2)N(C(C)=O)CCO3)cc1,i,i,i,i,i,.,-7.5,-2.3,i,0.9,i
COc1ccc(CN(Cc2cc3cccc(C)c3n3nnnc23)C(=O)N2CCOCC2)cc1,i,i,i,i,i,2.7,-9.0,-1.6,i,2.9,i
O=C1C(Cl)=C(Nc2ccc(O)cc2)C(=O)c2ccccc21,i,i,i,i,i,.,-20.7,1.1,i,-0.5,i
CCOC(=O)NC(Nc1nc2ccccc2s1)(C(=O)OCC)C(F)(F)F (stereo not drawn),i,i,i,i,i,-9.5,-10.5,-3.1,i,2.7,i
COc1cccc(NC(=O)Nc2ccc3c(c2)OCO3)c1,i,i,i,i,i,1.4,0.5,1.2,i,5.7,i
COc1ccc(Br)cc1CN1CCN(Cc2c[nH]c3ccccc23)CC1,i,i,i,i,i,-1.6,-11.4,-1.5,i,-5.6,i
O=C1Cc2cc(S(=O)(=O)N3CCN(c4cccc(Cl)c4)CC3)ccc2N1,i,i,i,i,i,-2.6,-9.8,-2.6,i,-3.4,i
NNc1nc2sc3c(c2c(=O)n1-c1ccccc1)CCCC3,i,i,i,i,i,.,-7.1,-2.5,i,-5.7,i
O=C(CNC(=O)c1ccccc1)NCCc1ccc(O)c(O)c1,i,i,i,i,i,-5.5,-12.8,-1.3,i,2.0,i
COc1ccc(S(=O)(=O)c2c(O)c3ccc(C(=O)Nc4cccc(F)c4)cc3[nH]c2=O)cc1,i,i,i,i,i,1.0,-9.4,3.8,i,-3.6,i
Cc1ccc(COC(=O)c2ccc3ccccc3n2)cc1,i,i,i,i,i,-1.8,-6.3,1.3,i,1.8,i
CN(CCc1ccccn1)C(=S)NC(=O)c1ccco1,i,i,i,i,i,-2.4,-9.0,1.6,i,-0.8,i
CCCC(=O)NC(c1ccccc1)c1c(O)ccc2ccccc12 (stereo not drawn),i,i,i,i,i,.,-4.1,-2.4,i,-1.4,i
CC(=O)c1c(N2CCC(C(N)=O)CC2)nc(=S)n(-c2ccccc2)c1C,i,i,i,i,i,4.8,-4.3,-3.4,i,0.8,i
COc1ccccc1/C=C1\Cc2ccccc2C1=O,i,i,i,i,i,0.9,-5.0,-1.0,i,1.2,i
COc1ccc(-n2nc(C(=O)NCC(=O)NC3CCCC(C)C3C)c3ccccc3c2=O)c(OC)c1 (stereo not drawn),i,i,i,i,i,-4.3,-5.9,-0.5,i,-0.6,i
O=S1(=O)CCOCCCN1Cc1ccccc1Br,i,i,i,i,i,3.1,-9.8,-3.0,i,-0.6,i
CC(C)N1CCN(Cc2cccc(-n3cccn3)c2)CC1CCO (stereo not drawn),i,i,i,i,i,-4.9,-16.3,-0.9,i,-0.4,i
COc1ccc(-c2noc3c2-c2nc(-c4ccc(Br)cc4)sc2CC3)cc1,i,i,i,i,i,4.8,-7.5,-2.3,i,0.9,i
Cn1nc(C(=O)Nc2ccc3c(c2)OCCO3)cc1C(=O)O,i,i,i,i,i,2.4,-6.0,4.0,i,1.3,i
O=C(Nc1ccc(C(=O)N2CCOCC2)cc1)c1cccc([N+](=O)[O-])c1,i,i,i,i,i,-1.5,-6.9,-3.3,i,2.0,i
O=C(CSc1ccc(-c2ccco2)nn1)Nc1cccc(F)c1,i,i,i,i,i,-2.8,-5.7,1.0,i,1.9,i
O=c1cc(-c2ccc(O)c(O)c2)oc2c(C3O[C@H](CO)[C@@H](O)[C@H](O)[C@H]3O)c(O)cc(O)c12 (stereo partly drawn),i,i,i,i,i,17.7,-7.3,0.7,i,3.2,i
Cc1ccc(S(=O)(=O)Nc2c(O)ccc3ccccc23)cc1,i,i,i,i,i,.,-23.9,1.0,12*,2.9,i
O=C(NCCc1cn2ccsc2n1)C1CCCCC1,i,i,i,i,i,7.7,-9.7,-1.3,i,-2.7,i
COc1ccc(C2(c3ccc(OC)cc3)NC(=O)N(CC(=O)NCC(F)(F)F)C2=O)cc1,i,i,i,i,i,-1.2,-7.9,0.7,i,-4.6,i
Cc1cc(C)c(C(=O)COC(=O)C2CCN(c3ccc(C(F)(F)F)cn3)CC2)cc1C,i,i,i,i,i,-4.1,-13.0,-2.9,7*,0.2,i
O=C(CSC1=NNC(c2ccccn2)S1)Nc1ccc(C(F)(F)F)cc1 (stereo not drawn),i,i,i,i,i,9.5,-8.6,-1.8,i,-0.1,i
CCS(=O)(=O)Nc1cc2c3c(c1)CCN3C(=O)CC2,i,i,i,i,i,-1.4,-3.3,1.7,i,0.3,i
COc1cc(C)c(CN2CCC(Oc3ccc(C(=O)N4CCCC4)cc3)CC2)cc1C,i,i,i,i,i,-0.5,-5.1,-0.7,i,0.6,i
Cc1ccc(/C=N\NC(=O)Cn2c(C)nc3ccccc32)o1,i,i,i,i,i,-3.7,-12.1,0.5,i,13.9,i
Cc1cccc(C)c1NC(=O)C(NC=O)c1ccc(N(C)C)cc1 (stereo not drawn),i,i,i,i,i,-7.3,-8.2,-2.5,i,-0.6,i
Cc1ccc(CNC(=O)C2CCC(=O)N2CCc2ccccc2)cc1 (stereo not drawn),i,i,i,i,i,-0.6,-12.2,-2.0,i,-3.3,i
Cc1cccc(Nc2nc(N)nc(CN3CCN(Cc4ccc5c(c4)OCO5)CC3)n2)c1,i,i,i,i,i,-0.7,-15.2,1.3,i,-2.3,i
COc1cc(/C=C/C(=O)Nc2ccncc2)cc(OC)c1OC,i,i,i,i,i,13.1,-5.6,-1.0,i,-6.3,i
CCCCNC(=O)c1cc2cccc([N+](=O)[O-])c2[nH]1,i,i,i,i,i,7.2,1.3,1.1,i,2.0,i
Cc1cc(C)n(C(=O)CSc2ccc(Cl)cc2)n1,i,i,i,i,i,-4.7,-9.4,-1.2,i,5.5,i
Cc1noc(C)c1CSc1nc2ccccc2n1C,i,i,i,i,i,-0.6,-0.2,-0.2,i,-2.1,i
O=C(Oc1nsnc1N1CCCCC1)N1CCOCC1,i,i,i,i,i,-0.7,-5.5,-3.8,i,2.5,i
Cn1cc(Cl)c(/C=C(\C#N)S(=O)(=O)c2ccccc2)n1,i,i,i,i,i,-4.4,-10.9,0.5,i,-0.1,i
CN1CCN(c2ccccc2NC(=O)Cn2ncc3c([nH]c4ccccc43)c2=O)CC1,i,i,i,i,i,0.1,-8.5,1.0,i,-3.0,i
CCCc1[nH]nc2c1C(CCc1ccccc1)C(C#N)=C(N)O2 (stereo not drawn),i,i,i,i,i,3.7,-10.7,9.5,i,-2.0,i
